Lamin A splicing – changes lamin A minigene splicing in HeLa cells | HeLa LMNA splicing GFP/RFP minigene ratio, 48 h | Potency, µM (doses to about 46.1 µM), for the others: at the top dose ratio change, negative = inhibition, most hits filed as inhibitors | hit rate 0.01% among 200,000; active = well fitted inhibition curve with a large enough effect in the signal ratio, with a control signal flat, not every such curve was filed as active; inconclusive = small, poorly fitted or top-dose-only effect, or effect the other way, or a change in a side signal; the % refers to the signal ratio; note: potency is the fitted concentration of half-maximal effect; % is set by controls: 0 for no effect and ±100 for the full control effect
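S3 HeLa cells stably expressing lamin A-EGFP splicing minigene plus DsRed2, 600 cells/well, 48 h compound exposure at 37C. Laser-scanning cytometry; analysed as GFP (500-530 nm)/RFP (575-640 nm) total intensity ratio; 0.5% DMSO vehicle.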
HTT ATP protect – Huntington cell model cytoprotection by ATP luminescence | PC12 HTT-Q103 induced, cytoprotection, ATP luminescence, 40 h | Potency, µM (doses to about 56.4 µM), inactives show cytoprotection (ATP increase), usual class: activators | hit rate 0.14% among 230,000 | AID 1471;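 note: potency is the fitted concentration of half-maximal effect; % of control where 0% means no effect; nearly all actives have a fitted effect of over 45% in size; toxic huntingtin expression switched on by the ecdysone agonist tebufenozide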
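PC12 cells stably carrying ecdysone-inducible Htt exon 1 (Q103)–GFP were induced with 100 nM tebufenozide (final) alongside library compounds in a dose series. Cytoprotection was scored as retained ATP by ATPlite luminescence.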
GAA glycogen mod – inhibitors or activators of human alpha-glucosidase glycogen cleavage | Potency, µM (doses to about 76.4 µM), for the others: at the top dose activity change, negative = inhibition, usual class: inhibitors | P10253 | recombinant GAA, glycogen substrate, Amplex Red glucose oxidase fluorescence | AID 2100 | hit rate 0.38% among 300,000;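 note: potency is the fitted concentration of half-maximal effect; 0% = full enzyme reaction and -100% = no-enzyme basal signal; the screen sought inhibitors and activators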
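Recombinant human alpha-glucosidase (4 nM final) hydrolysed bovine liver glycogen (30 ug) for 40 min at 37 C in pH 5.0 citrate/phosphate with 0.01% Tween-20. Released glucose detected by glucose oxidase/Amplex Red, Ex 573/Em 610 nm. Compounds up to 77 uM; AC50 from Hill fits.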
HTT aggregate – inhibitors of mutant huntingtin aggregate formation in PC12 cells. PC12 HttQ103-GFP aggregates, Acumen cytometry, 40 h. Potency, µM (top dose mostly 46.1 µM), without a hit: at the highest dose activity change, negative = inhibition, hits mostly inhibitors. hit rate 1.1% among 220,000. AID 1688; note: potency is the fitted concentration of half-maximal effect; % is set by controls: 0 for no effect and ±100 for the full control effect; nearly all actives have a fitted effect of over 60% in size
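PC12 cells stably carrying ecdysone-inducible HTT exon 1 Q103–GFP were induced with tebufenozide (100 nM final) and treated with library compounds in titration. GFP aggregates in lysates were counted by laser scanning cytometry.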
GAA inhib – inhibitors of human lysosomal alpha-glucosidase; P10253; purified human GAA, 4-MU-alpha-glucoside fluorescence; Potency, µM (top dose mostly 76.9 µM), for inactives: at the top dose activity change, negative = inhibition, actives largely listed as inhibitors; hit rate 0.005% among 200,000; AID 1466;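 note: potency is the fitted concentration of half-maximal effect; plate controls were uninhibited enzyme wells for no effect and no-enzyme background for full effect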
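Human enzyme at 4 nM with 400 uM 4-methylumbelliferyl-alpha-D-pyranoside, citrate/phosphate buffer pH 5.0, 0.005% Tween-20, 20 min at room temperature. Compounds up to 77 uM. 4-MU fluorescence (Ex 365/Em 440) read after NaOH/glycine stop; AC50 from Hill fit.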
GAA spleen mod – lysosomal alpha-glucosidase (human) modulation; human spleen homogenate, 4-MU-alpha-glucoside fluorescence; AID 2112; Potency, µM (doses to about 79.9 µM), for the others: top-dose activity change, negative = inhibition, most hits filed as inhibitors; P10253; hit rate 0.006% among 240,000;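 note: potency is the fitted concentration of half-maximal effect; 0% = enzyme with vehicle and -100% = no enzyme basal signal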
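Enzyme source: human spleen homogenate, 1 ug/well. Buffer 50 mM citric acid/K phosphate pH 5.0, 0.01% Tween-20. 4-MU-alpha-glucoside 1 mM; 37 C x 40 min; NaOH/glycine stop; fluorescence.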
CBFb-RUNX1 inh – blocks binding between human CBF-beta and RUNX1 | Q01196+Q13951 | AlphaScreen CBFb-His/RUNX1-biotin binding, biochemical | Potency, µM (top dose mostly 59.8 µM), inactives show at the highest dose activity, negative = inhibition, usual class: inhibitors | 230,000 tested, under 10 active | AID 1477; note: % of control where 0% means no effect
Target sequence (Q01196 whole entry, looked up): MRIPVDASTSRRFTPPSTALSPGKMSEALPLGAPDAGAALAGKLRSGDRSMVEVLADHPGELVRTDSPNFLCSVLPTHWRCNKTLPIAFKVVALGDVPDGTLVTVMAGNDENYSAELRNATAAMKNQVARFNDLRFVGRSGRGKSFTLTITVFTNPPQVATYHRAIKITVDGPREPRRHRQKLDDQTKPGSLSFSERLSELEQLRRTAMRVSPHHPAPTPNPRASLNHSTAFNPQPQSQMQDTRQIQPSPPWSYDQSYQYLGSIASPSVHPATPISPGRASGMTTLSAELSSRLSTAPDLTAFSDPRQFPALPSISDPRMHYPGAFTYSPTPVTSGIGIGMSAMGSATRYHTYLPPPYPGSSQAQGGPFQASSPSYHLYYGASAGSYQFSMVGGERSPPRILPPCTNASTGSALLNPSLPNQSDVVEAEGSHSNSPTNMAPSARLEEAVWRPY
Target sequence (Q13951 whole entry, looked up): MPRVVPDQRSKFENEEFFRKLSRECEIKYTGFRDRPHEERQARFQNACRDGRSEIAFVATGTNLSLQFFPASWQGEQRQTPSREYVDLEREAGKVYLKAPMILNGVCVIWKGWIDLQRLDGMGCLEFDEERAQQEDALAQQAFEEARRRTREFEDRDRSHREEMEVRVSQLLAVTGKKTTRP
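Inhibition was taken as any reduction in AlphaScreen signal from the CBF-beta–RUNX1 pair (His and biotin tags, 30 nM each), measured after compound (15 min) and bead (90 min) incubations at room temperature.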
* marks the source's active call; other numbers are inactive results; & = joins results of further samples; [ ] = remark or other dose. Unless noted, calls come from the whole dose curve; as a rule, active = well fitted curve in the direction sought with a large enough effect; inconclusive = small, poorly fitted or top-dose-only effect, or another doubt; inactive = no such curve, though single readings can be large; an effect the other way counts as inactive or inconclusive.

How did COc1ccc([N+](=O)[O-])cc1NC(=O)c1ccc(CN(c2ccccc2)S(C)(=O)=O)cc1 do in these assays?
Lamin A splicing: inconclusive; HTT ATP protect: 18%[10 µM]; GAA glycogen mod: 17%; HTT aggregate: 4%; GAA inhib: -11%; GAA spleen mod: 1%; CBFb-RUNX1 inh: -4%

Results for CCOC(=O)CN(C(=O)CSc1nnc(COc2ccc(OC)cc2)n1CC)c1ccccc1 ?
HTT ATP protect: -5%[10 µM]; GAA glycogen mod: 0%; HTT aggregate: -6%[9.22 µM]; GAA spleen mod: -3%; CBFb-RUNX1 inh: 11%

How did COc1cc(/C=N\NC(=O)c2cccc(Cl)c2)ccc1Oc1ccc([N+](=O)[O-])cn1 do in these assays?
HTT ATP protect: 7%[10 µM]; GAA glycogen mod: -4%; HTT aggregate: -12%[9.22 µM]; GAA spleen mod: -6%; CBFb-RUNX1 inh: -14%

Results for N#C/C(=C/c1ccc(-c2ccccc2)o1)c1nc(-c2cccs2)cs1 ?
Lamin A splicing: 2%; GAA glycogen mod: -8%; HTT aggregate: 4%; GAA inhib: -10%; GAA spleen mod: -5%; CBFb-RUNX1 inh: -13%

Results for CC(C)(C)NC(=O)NC(=O)CN1CCN(c2ncc(C(F)(F)F)cc2Cl)CC1 ?
Lamin A splicing: inconclusive; HTT ATP protect: 10%[10 µM]; HTT aggregate: -28%; GAA inhib: -7%; GAA spleen mod: 12%; CBFb-RUNX1 inh: 7%

What do the screens show for `Cc1ccsc1C(=O)Nc1ccc(O)c(-c2nc3ccccc3s2)c1`?
GAA glycogen mod: 11%; HTT aggregate: -5%; GAA inhib: -1%; GAA spleen mod: -7%; CBFb-RUNX1 inh: 1%

How did C(#CCN1CCOCC1)COC(c1ccccc1)c1ccccc1 do in these assays?
Lamin A splicing: 3%; HTT ATP protect: 4%[10 µM]; GAA glycogen mod: 1%; HTT aggregate: 9%; GAA inhib: 3%; GAA spleen mod: -8%; CBFb-RUNX1 inh: 24%

What do the screens show for `CCOc1ccc(CCNC(=O)CCc2nc(-c3ccc(C)cc3)no2)cc1OCC`?
Lamin A splicing: 0%; HTT ATP protect: -22%; GAA glycogen mod: 9%; HTT aggregate: -16%; GAA inhib: -9%; GAA spleen mod: 1%; CBFb-RUNX1 inh: 6%

Results for CCc1nnc(NC(=O)CSc2nnc(-c3ccccc3OC)n2-c2ccc(C)cc2)s1 ?
Lamin A splicing: 15%; HTT ATP protect: -30%; GAA glycogen mod: -1%; HTT aggregate: inconclusive; GAA inhib: -3%; GAA spleen mod: -4%; CBFb-RUNX1 inh: 1%

How did Cc1ccc(NC(=O)C2CC(=O)N/C(=N/NC(=O)c3ccc(C)cc3)S2)cc1 (stereo not drawn) do in these assays?
Lamin A splicing: inconclusive; HTT ATP protect: 12%[1.9 µM]; GAA glycogen mod: 5%; HTT aggregate: 11%; GAA inhib: 5%; GAA spleen mod: 2%; CBFb-RUNX1 inh: -3%

Results for O=C(CSc1ccc(-c2cccs2)nn1)Nc1ccccc1F ?
Lamin A splicing: inconclusive; HTT ATP protect: -24%; GAA glycogen mod: 4%; HTT aggregate: 1%; GAA inhib: -9%; GAA spleen mod: -3%; CBFb-RUNX1 inh: -20%

How did COC(=O)CSc1ncnc2c1sc1nc(-c3ccco3)c3c(c12)CC(C)(C)OC3 do in these assays?
Lamin A splicing: 6%; HTT ATP protect: 14%[10 µM]; HTT aggregate: -4%; GAA inhib: 5%; GAA spleen mod: 1%; CBFb-RUNX1 inh: 1%

What do the screens show for `COc1cccc(-c2nc(-c3ccccc3)no2)c1`?
Lamin A splicing: -7%; HTT ATP protect: -27%; GAA glycogen mod: 2%; HTT aggregate: -13%; GAA inhib: 0%; GAA spleen mod: -5%; CBFb-RUNX1 inh: 17%

How did Cc1ccc(-c2ccc(SCC(=O)Nc3ccc4c(c3)OCCO4)nn2)cc1 do in these assays?
Lamin A splicing: inconclusive; HTT ATP protect: -7%[10 µM]; GAA glycogen mod: 24%; HTT aggregate: 10%; GAA inhib: 2%; GAA spleen mod: -10%; CBFb-RUNX1 inh: -11%

Results for O=C(NCCc1ccccc1)C1CCN(C2CCN(C(=O)CC3=CCCCC3)CC2)CC1 ?
HTT ATP protect: -14%; GAA glycogen mod: 8%; HTT aggregate: -6%; GAA inhib: 0%; GAA spleen mod: -11%; CBFb-RUNX1 inh: -1%

Quoted at random: three compounds from above, in no set order.
Results for O=C(NCCc1ccccc1)C1CCN(C2CCN(C(=O)CC3=CCCCC3)CC2)CC1 ?
HTT ATP protect: -14%; GAA glycogen mod: 8%; HTT aggregate: -6%; GAA inhib: 0%; GAA spleen mod: -11%; CBFb-RUNX1 inh: -1%

How did COC(=O)CSc1ncnc2c1sc1nc(-c3ccco3)c3c(c12)CC(C)(C)OC3 do in these assays?
Lamin A splicing: 6%; HTT ATP protect: 14%[10 µM]; HTT aggregate: -4%; GAA inhib: 5%; GAA spleen mod: 1%; CBFb-RUNX1 inh: 1%

How did C(#CCN1CCOCC1)COC(c1ccccc1)c1ccccc1 do in these assays?
Lamin A splicing: 3%; HTT ATP protect: 4%[10 µM]; GAA glycogen mod: 1%; HTT aggregate: 9%; GAA inhib: 3%; GAA spleen mod: -8%; CBFb-RUNX1 inh: 24%

The results go on:
What do the screens show for `CS(=O)(=O)NCCSc1cc(C(F)(F)F)nc2ccccc12`?
HTT ATP protect: 14%[10 µM]; GAA glycogen mod: -4%; HTT aggregate: -6%[9.22 µM]; GAA spleen mod: 13%; CBFb-RUNX1 inh: -1%

Results for Cc1c(NC(=O)CN2CCN(c3ccc(O)cc3)CC2)c(=O)n(-c2ccccc2)n1C ?
Lamin A splicing: -7%[46 µM]; HTT ATP protect: -36%; GAA glycogen mod: 4µM*; HTT aggregate: -4%; GAA inhib: 2%; GAA spleen mod: 6%; CBFb-RUNX1 inh: 0%

Results for CC(C)n1c(NCc2nc3ccccc3n2C)nc2ccccc21 ?
Lamin A splicing: inconclusive; HTT ATP protect: -28%[0.074 µM]; GAA glycogen mod: 2%; HTT aggregate: -26%; GAA inhib: -7%; GAA spleen mod: 4%; CBFb-RUNX1 inh: -3%

How did CSc1ccc(NC(=O)CC(C)=O)cc1 do in these assays?
Lamin A splicing: 4%; HTT ATP protect: -3%; GAA glycogen mod: 3%; HTT aggregate: 0%; GAA inhib: -8%; GAA spleen mod: 9%; CBFb-RUNX1 inh: 0%

Results for COC(=O)c1ccc2c(=O)n(Cc3ccco3)c(SCC(=O)Nc3cc(C)on3)nc2c1 ?
Lamin A splicing: -4%[46 µM]; HTT ATP protect: -15%; GAA glycogen mod: -7%; HTT aggregate: 15%; GAA inhib: 7%; GAA spleen mod: 3%; CBFb-RUNX1 inh: -5%

What do the screens show for `COc1cc([N+](=O)[O-])cc2sc(NC(C)=O)nc12`?
HTT ATP protect: -4%[10 µM]; GAA glycogen mod: 6%; HTT aggregate: 4%[9.22 µM]; GAA spleen mod: 0%; CBFb-RUNX1 inh: 4%

What do the screens show for `Cc1cc(NC(=O)NC(C)(C(F)(F)F)C(F)(F)F)no1`?
HTT ATP protect: 6%[10 µM]; GAA glycogen mod: 2%; HTT aggregate: 1%[9.22 µM]; GAA spleen mod: 0%; CBFb-RUNX1 inh: 7%

How did Cc1cc(-c2nnc(CCC(=O)NC(c3ccccc3)c3ccccc3)o2)no1 do in these assays?
HTT ATP protect: -13%[10 µM]; GAA glycogen mod: 11%; HTT aggregate: -21%[9.22 µM]; GAA spleen mod: -1%; CBFb-RUNX1 inh: 11%

Results for Cc1oc(=O)c(NC(=O)c2ccccc2)cc1C(C)O (stereo not drawn) ?
HTT ATP protect: -54%[inhibitor]; GAA glycogen mod: 1%; HTT aggregate: 6%; GAA inhib: -2%; GAA spleen mod: -3%; CBFb-RUNX1 inh: 6%

Results for O=C(Nc1ccc([N+](=O)[O-])cc1)Nc1ccc(N2CCOCC2)c2nonc12 ?
HTT ATP protect: -24%; GAA glycogen mod: 8%; HTT aggregate: 0%; GAA inhib: 0%; GAA spleen mod: 0%; CBFb-RUNX1 inh: -12%

What do the screens show for `CCn1c(N2CCN(C(=O)/C=C/c3ccccc3)CC2)nc2ccccc21`?
Lamin A splicing: 16%[46 µM]; HTT ATP protect: -2%[10 µM]; GAA glycogen mod: -1%; HTT aggregate: 0%[9.22 µM]; GAA inhib: 6%; GAA spleen mod: 3%; CBFb-RUNX1 inh: -4%

Results for CCCCOC(=O)c1cc2c(cn1)[nH]c1ccccc12 ?
HTT ATP protect: -32%&-50%&-1%[inhibitor]; GAA spleen mod: -14%&3%&-8%; CBFb-RUNX1 inh: -3%

What do the screens show for `Cc1ccc2nc(SC(C)C(=O)N3CCOCC3)[nH]c2c1` (stereo not drawn)?
Lamin A splicing: 3%[46 µM]; HTT ATP protect: -17%; GAA glycogen mod: 9%; HTT aggregate: -12%; GAA inhib: 0%; GAA spleen mod: 4%; CBFb-RUNX1 inh: 6%

Results for COc1ccc2nc(C)[nH]c(=O)c2c1 ?
Lamin A splicing: inconclusive; HTT ATP protect: 8%; GAA glycogen mod: 8%; HTT aggregate: -15%; GAA inhib: 0%; GAA spleen mod: 3%; CBFb-RUNX1 inh: 12%

Results for CCN(CC)C(=O)C1CCN(S(=O)(=O)c2ccc(C3CNC(=O)C3)cc2)CC1 (stereo not drawn) ?
Lamin A splicing: -6%; HTT ATP protect: 0%[10 µM]; GAA glycogen mod: 4%; HTT aggregate: -12%; GAA inhib: -4%; GAA spleen mod: -19%; CBFb-RUNX1 inh: 10%

What do the screens show for `O=C(CSc1ncnc2c1nnn2-c1ccc(F)cc1)NCc1ccco1`?
Lamin A splicing: -19%; HTT ATP protect: 13%[10 µM]; GAA glycogen mod: 1%; HTT aggregate: 14%; GAA inhib: 1%; GAA spleen mod: -5%; CBFb-RUNX1 inh: -7%

How did c1ccc(Cn2nnc(-c3ccccc3)n2)cc1 do in these assays?
Lamin A splicing: -4%; HTT ATP protect: 15%[10 µM]; GAA glycogen mod: -8%; HTT aggregate: 7%; GAA inhib: -5%; GAA spleen mod: -8%; CBFb-RUNX1 inh: 8%

Source: PubChem BioAssay
